Screening results deposited in PubChem by Sanford-Burnham Center for Chemical Genomics.
STEP block: blocks human striatal-enriched tyrosine phosphatase. P54829. recombinant STEP, OMFP fluorogenic substrate, fluorescence. inhibition, % at 20 µM. 360,000 compounds, 0.25% hits;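 active means inhibition at 20 µM, scaled per plate between control wells, above about 37%, limit read from the data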;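 further: 0% = DMSO with enzyme and substrate and 100% = substrate only without enzyme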
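Assay system: isolated STEP enzyme. Buffer or medium: pH 6.0 Bis-Tris with DTT and Tween 20. Also added: fluorogenic phosphatase substrate OMFP at 25 µM final. Dosing: 20 µM, 1% DMSO. Timing: 20 min reaction, room temperature, in the dark. Measured by: fluorescence intensity, excitation 480 nm, emission 540 nm. Evaluation: normalized % inhibition.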
Scp-1 inhibitor: Scp-1 (human) phosphatase inhibition | Q9GZU7 | Recombinant Scp1, phosphopeptide, malachite green phosphate absorbance | inhibition, % at 20 µM | 340,000 compounds, 0.88% hits | AID 493091;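 active means inhibition above about 50% at 20 µM, limit read from the data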;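 further: plate controls were DMSO wells with enzyme for no effect and wells lacking enzyme for full effect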
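Test system: SCP-1 catalytic domain; Buffer or medium: Acidic Tris acetate buffer with magnesium and detergent; Also added: Phosphorylated 17-residue peptide substrate; Compound: single 20 µM dose, 1% DMSO; Schedule: enzyme reaction 45 min at room temperature, colour 5 min, stabilisation 30 min; Signal: Phosphate-binding colour reagent, absorbance read at 630 nm.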
SUMO1-SIM PPI: modulators of human SUMO1-mediated protein-protein interactions. P63165. SUMO1 binding to a labelled peptide, TR-FRET, 1 h. inhibition, % at 20 µM. 360,000 compounds, 0.33% hits. AID 602429; in the data active means inhibition above about 37%
CendR NRP1 mod: modulators of CendR peptide binding to human neuropilin-1. AID 602438. O14786. 360,000 compounds, 0.85% hits. inhibition, % at 25 µM. FAM-RPARPAR peptide binding to NRP-1, fluorescence polarization;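 active means inhibition or corrected inhibition above about 18%, plus a signal ratio from 0.5 to 1.5, limit read from the data, passing the limit was not always enough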; further: strong numbers were not always called active
Rpn11 block: Rpn11 (human) deubiquitinase inhibition. O00487. human 26S proteasome, Ub4-pepOG fluorescence polarization; 20S core pre-blocked with epoxomicin. calls only at 20 µM. 360,000 compounds, 0.59% hits;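 active means inhibition at 20 µM, scaled to each plate's controls, above about 33%, limit read from the data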
MT1-MMP act inh: blocks activation of human MT1-MMP; P50281; HT1080 RFP-PRO-GFP cells, GFP/RFP ratio fluorescence, overnight; percent of plate control window, DMSO zero; GFP/RFP ratio change, % at 20 µM; 360,000 compounds, 0.061% hits; AID 651647;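 active means GFP/RFP ratio change of at least 30% with cell ATP level not reduced by more than half and red fluorescence within 50% of control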; further: strong numbers were not always called active
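Assay system: HT1080 RFP-PRO-GFP cells | Dosing: 20 µM single dose, 1% DMSO | Incubation: Cells overnight before dosing, compound overnight, 37 °C, 5% CO2 | Evaluation: GFP/RFP fluorescence ratio | Control set: DMSO-only wells and HT1080 RFP-L50D-GFP cell wells as references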
DNMT1 block: DNMT1 (human) enzyme inhibition; 360,000 compounds, 0.83% hits; inhibition (reported as % activation of signal), % at 10 µM; P26358; DNMT1 molecular beacon, Hinp1I cleavage, fluorescence; AID 588458; in the data active means inhibition above about 50%
Target sequence (P26358 504-1616 limits assumed): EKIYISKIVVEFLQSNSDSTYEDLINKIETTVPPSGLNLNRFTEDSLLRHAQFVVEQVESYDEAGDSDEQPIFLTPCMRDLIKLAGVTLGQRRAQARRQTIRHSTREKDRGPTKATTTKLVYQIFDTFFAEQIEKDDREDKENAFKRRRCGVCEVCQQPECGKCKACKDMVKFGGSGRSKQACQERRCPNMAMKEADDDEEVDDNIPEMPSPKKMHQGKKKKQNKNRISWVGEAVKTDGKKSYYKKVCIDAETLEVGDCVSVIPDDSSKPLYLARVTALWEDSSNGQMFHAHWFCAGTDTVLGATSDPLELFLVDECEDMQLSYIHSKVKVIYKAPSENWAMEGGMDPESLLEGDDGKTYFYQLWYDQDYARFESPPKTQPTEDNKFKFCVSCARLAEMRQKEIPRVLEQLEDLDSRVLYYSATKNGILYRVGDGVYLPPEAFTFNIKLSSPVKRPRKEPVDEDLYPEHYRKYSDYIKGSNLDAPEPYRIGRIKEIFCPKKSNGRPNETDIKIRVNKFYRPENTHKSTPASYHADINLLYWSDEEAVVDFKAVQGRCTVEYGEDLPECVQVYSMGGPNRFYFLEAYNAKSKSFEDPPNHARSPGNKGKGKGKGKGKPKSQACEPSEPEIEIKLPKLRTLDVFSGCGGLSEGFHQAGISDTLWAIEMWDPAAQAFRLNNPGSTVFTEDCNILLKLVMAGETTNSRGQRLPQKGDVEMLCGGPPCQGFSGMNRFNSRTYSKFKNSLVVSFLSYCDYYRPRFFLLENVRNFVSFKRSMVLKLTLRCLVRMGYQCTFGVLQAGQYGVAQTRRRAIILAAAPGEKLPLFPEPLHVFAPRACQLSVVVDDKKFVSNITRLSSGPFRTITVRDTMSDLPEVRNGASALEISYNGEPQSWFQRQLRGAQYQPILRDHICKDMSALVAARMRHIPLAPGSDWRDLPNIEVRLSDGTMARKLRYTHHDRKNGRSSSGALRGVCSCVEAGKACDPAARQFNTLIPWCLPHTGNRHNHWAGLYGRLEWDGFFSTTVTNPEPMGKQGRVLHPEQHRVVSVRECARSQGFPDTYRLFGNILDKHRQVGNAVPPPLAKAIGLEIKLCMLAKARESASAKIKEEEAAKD
LMPTP block: blocks human LMPTP phosphatase. P24666. recombinant LMPTP-A, OMFP fluorogenic substrate, fluorescence intensity. inhibition, % at 20 µM. 360,000 compounds, 0.22% hits. AID 651560;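 active means compounds that cut the enzyme signal by at least half of the control window in the single-dose screen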;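 further: plate controls were DMSO wells with enzyme plus substrate for no effect and substrate without enzyme for full effect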
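Assay system: LMPTP-A enzyme. Input: 0.625 nM LMPTP-A final. Probe or stimulus: 400 µM OMFP. Compound dosing: single 20 µM dose. Schedule: 50 min dark incubation at room temperature. Detection: fluorescence intensity of OMFP turnover product. Read-out: percent inhibition versus substrate-only and uninhibited controls. Benchmarks: no-enzyme low control, uninhibited high control.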
SKN-1 block: inhibitors of C. elegans SKN-1. C. elegans VP596 Pgst-4::GFP/RFP ratio, acrylamide-induced, 24 h. 360,000 compounds, 0.49% hits. inhibition, % at 21.8 µM;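 active means interference check ratio from 0.5 to 1.5 plus GFP to RFP signal ratio inhibition reaching or exceeding a fixed threshold, cut at about 30% in these data, passing the limit was not always enough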; further: some compounds called inactive have numbers as strong as hits
NadD block: blocks S. aureus nicotinate mononucleotide adenylyltransferase. purified NadD enzyme, colorimetric absorbance read-out. inhibition, % at 20 µM. 360,000 compounds, 0.78% hits; in the data active means inhibition above about 26%; further: some compounds past the cut are filed as inactive
An asterisk follows results filed as active; i = inactive; . = no result given.

SMILES | STEP block | Scp-1 inhibitor | SUMO1-SIM PPI | CendR NRP1 mod | Rpn11 block | MT1-MMP act inh | DNMT1 block | LMPTP block | SKN-1 block | NadD block
Oc1c(Cl)cc(Cl)cc1/C=N/NC(=S)NC1CC2C=CC1C2 (stereo not drawn) | 2 | -4 | 5 | -21 | i | -7 | -12 | 2.4 | 8 | 16
C/C(=N/NC(=O)c1ccncc1)c1cc2ccc(O)cc2oc1=O | -89 | 1 | -26 | 121 | i | -21 | -7 | -6.6 | -151 | 2
CCN(C(=O)COC(=O)c1oc2ccc(OC)cc2c1C)C1CCS(=O)(=O)C1 (stereo not drawn) | 0 | 1 | 5 | 4 | i | 0 | 3 | -0.4 | 2 | 3
N#CC1(NC(=O)CSc2nc3ccccc3s2)CCCCC1 | 3 | -8 | 6 | 8 | i | 4 | 5 | 0.1 | -3 | -7
CC[C@H](NC(=O)c1c(C)c(-c2ccccc2)nc2ccccc12)c1ccccc1 | -2 | -14 | 7 | 4 | i | 0 | 3 | -2.2 | 0 | -1
CC(C)C[C@H]1CN(CCCC[C@@H]2CNC(=O)C(=O)N2CC2CCCCC2)C(=O)C(=O)N1CCc1ccccc1 | . | . | -1 | -12 | . | 7 | . | -0.2 | -3 | 23
CCOC(=O)N1CCC(c2cc(=O)n(-c3ccccc3)[nH]2)CC1 | 3 | -5 | -1 | -15 | i | 9 | -11 | -0.9 | -5 | 13
COc1ccc2oc(C(=O)OCC(=O)N3CCCCC3)c(C)c2c1 | 1 | -3 | 0 | -7 | i | 1 | 0 | 0.3 | 2 | -4
NC(=O)NOCc1ccccc1 | -3 | -6 | 0 | 10 | i | -4 | 4 | -1.2 | 7 | -11
CCN(CC(=O)Nc1c(F)cccc1F)C(=O)C1CCN(C(=O)c2ccc(F)cc2)CC1 | 2 | -2 | -1 | 0 | i | -1 | 1 | -0.7 | 2 | -1
CCC(C)/C(C)=N/Nc1ccc(S(N)(=O)=O)cc1[N+](=O)[O-] (stereo not drawn) | -2 | -2 | -27 | -2 | i | 8 | -1 | 1.3 | 1 | -5
CCN(C(=O)CSc1nnc(-c2ccc3c(c2)OCO3)o1)C1CCS(=O)(=O)C1 (stereo not drawn) | -3 | 11 | -11 | 4 | i | 7 | 0 | -1.1 | -28 | -3
CCc1sc(C(=O)N2CCN(C(=O)c3ccccc3)CC2)cc1C | -1 | -5 | 0 | 7 | i | -5 | 8 | 0.3 | 8 | -1
Nc1ccn([C@@H]2O[C@H](C(=O)N[C@H](CO)c3ccccc3)[C@@H](O)[C@H]2O)c(=O)n1 | 0 | . | -1 | 5 | i | 1 | -2 | 1.9 | -4 | -3
Cc1cccc(NC(=O)CCNS(=O)(=O)c2ccc(Cl)cc2)c1 | 1 | -3 | 3 | 1 | i | -3 | 2 | -0.3 | -4 | -3
Oc1ccc(CNc2ccccc2O)cc1 | 3 | 11 | -13 | -16 | i | 5 | -39 | 1.5 | 21 | 4
CCN(Cc1ccncc1)Cc1ccc(OC)c(OC)c1 | -1 | -8 | 4 | 11 | i | 0 | 3 | -3.5 | 10 | -8
Cc1cc(Cl)ccc1NC(=S)NC1CCCC1 | -1 | -7 | 0 | -2 | i | -2 | 2 | -0.6 | -9 | -6
O=C(NNC(=O)c1sc2ccccc2c1Cl)Nc1ccc(Cl)cc1 | 0 | 6 | -2 | -2 | i | 12 | 10 | -1.5 | 18 | -2
CCN(CC)CCOC(=O)c1ccc(NC(=O)CSc2nnc(-c3cccs3)n2CC)cc1 | 1 | -6 | 1 | 13 | i | -1 | -2 | 1.2 | 14 | -6
Cc1cccc(NC(=O)c2sc(C)nc2C)c1 | -2 | -7 | 2 | 7 | i | 3 | 0 | -1.0 | -3 | -1
COc1ccc(CNC(=O)CSc2n[nH]c(N)n2)cc1 | -1 | 7 | 6 | 2 | i | -1 | 1 | -0.2 | 5 | 3
COc1ccc(N=C2SC(CC(=O)Nc3ccc(F)cc3)C(=O)N2Cc2ccco2)cc1 (stereo not drawn) | -2 | -7 | 5 | 7 | i | -2 | -3 | 3.6 | 6 | -1
CCC(=O)N(CCc1ccccc1C)Cc1cc2ccc(C)cc2[nH]c1=O | 0 | 0 | 0 | 4 | i | 2 | 0 | -0.8 | 6 | -5
CN1C(=O)c2cccc3c(S(=O)(=O)N(C)C)ccc1c23 | 5 | 0 | -17 | 10 | i | -1 | 2 | -0.1 | -6 | 1
O=C(NC1CCN(Cc2ccccc2)CC1)C1CCN(S(=O)(=O)c2ccc(Cl)cc2)CC1 | 4 | -3 | 3 | 1 | i | -2 | 0 | -0.6 | 5 | -4
Cc1ccc(Cl)cc1-c1cc(C(=O)NCc2cc(C(F)(F)F)cc(C(F)(F)F)c2)[nH]n1 | -2 | . | 1 | 3 | i | 5 | 1 | 1.5 | -1 | 4
Cc1cc(OCC(=O)Nc2ccccc2F)nc(C(C)C)n1 | 0 | -4 | -4 | -65 | i | 2 | 0 | -1.0 | 3 | 0
CCCOc1nc2ccccc2cc1/C=C/C(=O)O | 1 | -3 | -6 | -8 | i | -8 | 15 | 1.5 | 5 | -1
Cc1ccc(N(C)/N=C/c2ccc(Cl)cc2Cl)nn1 | 6 | -4 | 1 | -13 | i | 1 | 5 | 1.8 | 7 | -7
COc1ccc2c(=O)c3c(=O)n(CCc4ccccc4)c(C)nc3oc2c1 | 1 | 5 | 0 | -29 | i | -6 | -2 | -0.7 | -1 | 3
CC(=O)c1c(C)[nH]c(C(=O)OCC(=O)Nc2cc(S(=O)(=O)N3CCCC3)ccc2Cl)c1C | 1 | -12 | 9 | -10 | i | -8 | -2 | 0.3 | 0 | -2
O=C(CN1C(=O)c2ccc([N+](=O)[O-])cc2C1=O)Nc1nnc(C2CC2)s1 | 0 | 10 | -48 | 2 | i | -7 | -2 | 0.1 | 2 | 4
CCOC(=O)C(=NCCOC)NNc1cc(Cl)ccc1Cl | 1 | -2 | 0 | 2 | i | -3 | -2 | 1.4 | 5 | 2
c1ccc2c(c1)OCC(CNc1ncnc3nc[nH]c13)O2 (stereo not drawn) | -1 | -10 | 4 | -1 | i | -1 | 5 | -1.6 | -9 | -4
CCN(CC)S(=O)(=O)c1ccc(C(=O)NCC(=O)N/N=C/c2ccccc2OC)cc1 | 4 | 4 | -3 | -9 | i | 0 | 0 | 0.2 | -23 | -6
CC(=Nc1ccc(O)cc1)c1sc2ccccc2c1O | 1 | -10 | -44 | 144 | i | -237 | 0 | 2.1 | -7 | -6
Nc1ccccc1SC1CC(=O)N(c2ccccc2Cl)C1=O (stereo not drawn) | -1 | 4 | 4 | 12 | i | 0 | -2 | 0.6 | 1 | -6
O=C(Nc1ccc(Cl)c(Cl)c1)c1ccc(Cn2c(=O)[nH]c3ccsc3c2=O)cc1 | -2 | -9 | 0 | 9 | i | 1 | 27 | 2.9 | -8 | 4
COC(=O)[C@H](CCSC)NC(=O)Nc1ccc(C(C)C)cc1 | 0 | -4 | -2 | -4 | i | -1 | -2 | -0.2 | -8 | -7

As a short view, part of the list above:
SMILES | STEP block | Scp-1 inhibitor | SUMO1-SIM PPI | CendR NRP1 mod | Rpn11 block | MT1-MMP act inh | DNMT1 block | LMPTP block | SKN-1 block | NadD block
Cc1cccc(NC(=O)c2sc(C)nc2C)c1 | -2 | -7 | 2 | 7 | i | 3 | 0 | -1.0 | -3 | -1
COc1ccc(CNC(=O)CSc2n[nH]c(N)n2)cc1 | -1 | 7 | 6 | 2 | i | -1 | 1 | -0.2 | 5 | 3
COc1ccc(N=C2SC(CC(=O)Nc3ccc(F)cc3)C(=O)N2Cc2ccco2)cc1 (stereo not drawn) | -2 | -7 | 5 | 7 | i | -2 | -3 | 3.6 | 6 | -1
CCC(=O)N(CCc1ccccc1C)Cc1cc2ccc(C)cc2[nH]c1=O | 0 | 0 | 0 | 4 | i | 2 | 0 | -0.8 | 6 | -5

The listing continues:
SMILES | STEP block | Scp-1 inhibitor | SUMO1-SIM PPI | CendR NRP1 mod | Rpn11 block | MT1-MMP act inh | DNMT1 block | LMPTP block | SKN-1 block | NadD block
CC(C)CCNC(=O)c1nnc(Cc2ccc(Cl)cc2)o1 | -3 | -6 | -2 | -3 | i | 0 | -1 | 1.0 | -11 | -2
CNC(=O)c1cc(S(=O)(=O)NCc2ccncc2)ccc1OC | 2 | 1 | 1 | -2 | i | 2 | 2 | 0.7 | 12 | 1
CC(=O)Nc1ccc(NC(=O)CSc2nnc(NC(=O)C3CC3)s2)cc1 | 0 | -5 | 6 | 10 | i | 0 | 1 | 0.8 | 23 | -4
COc1ccc(CCN(C)C(=O)c2ccc(OCC(=O)N3CCOCC3)c(OC)c2)cc1OC | -4 | -7 | 10 | -14 | i | -1 | 0 | -0.2 | 7 | -1
CN1C(=O)CC(N2CCC(c3nc4ccccc4s3)CC2)C1=O (stereo not drawn) | 1 | -7 | -2 | 9 | i | 7 | 2 | 0.7 | 10 | -1
CCn1c(SCc2nc3ccccc3s2)nnc1-c1cccs1 | 1 | 4 | 1 | -37 | i | -15 | -3 | 0.5 | -6 | 7
COc1cc2cc(C(=O)N3CCN(Cc4ccc5c(c4)OCO5)CC3)[nH]c2cc1OC | 1 | -2 | 2 | 13 | i | -2 | -1 | 0.2 | 1 | 4
C=CCNc1ncnc2c1ncn2[C@H]1CN(CCc2ccccc2)C[C@@H](CO)O1 | -3 | . | -2 | 1 | i | -3 | 2 | -0.9 | 30 | -1
COc1ccccc1N1CCN(C(=O)c2nn(-c3ccccc3OC)c(=O)c3ccccc23)CC1 | 1 | -2 | -2 | -2 | i | -2 | 1 | -0.1 | -5 | 4
OCCNc1ncnc2c1ncn2[C@H]1CN(Cc2ccncc2)C[C@@H](CO)O1 | 0 | . | 5 | 7 | i | 3 | 2 | -1.3 | -15 | 1
C=CCn1c(Sc2nnc(C)s2)nc2c1c(=O)[nH]c(=O)n2C | -3 | -9 | -2 | 7 | i | -2 | -7 | -2.5 | 1 | 0
Cn1c(=O)oc2cc(S(=O)(=O)N3CCOCC3)ccc21 | -8 | -3 | 1 | -12 | i | 2 | 2 | 0.3 | -21 | -1
Cc1c(N=C2NN=C(c3c[nH]c4ccccc34)CS2)c(=O)n(-c2ccccc2)n1C | 0 | 6 | -10 | -17 | i | -6 | -16 | 5.1 | -5 | 12
COc1ccccc1-c1nnc2n1N=C(C(C)(C)C)CS2 | 0 | 0 | 2 | 11 | i | 7 | 2 | -0.3 | -7 | 3
O=C(O)C1CC(c2ccccc2F)=NO1 (stereo not drawn) | 2 | 11 | 5 | -11 | i | 4 | 18 | -2.1 | 1 | 1
